IDH1 mut inh = inhibitors of human IDH1 R132H; IDH1 R132H reductase, diaphorase/resazurin fluorescence, 60 min; actives 0.18% (n = 70,000); inhibition, % at 10 µM; in the data active means inhibition above about 34%;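 further: 0% = DMSO and 100% = no enzyme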
EZH2 inh = inhibitors of human EZH2/PRC2 methyltransferase. Q15910. PRC2 H3K27 methylation, DELFIA TRF, 1 h. inhibition, % at 12.5 µM. actives 0.35% (n = 57,000);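 active means mean inhibition of replicates at least 50% and every single replicate also reaching 50%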;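 further: dimethyl H3K27 on biotinylated H3 21-44 peptide detected by antibody; plate controls were median neutral control wells for no effect and median positive control wells for full effect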
Target sequence (Q15910 whole entry, looked up): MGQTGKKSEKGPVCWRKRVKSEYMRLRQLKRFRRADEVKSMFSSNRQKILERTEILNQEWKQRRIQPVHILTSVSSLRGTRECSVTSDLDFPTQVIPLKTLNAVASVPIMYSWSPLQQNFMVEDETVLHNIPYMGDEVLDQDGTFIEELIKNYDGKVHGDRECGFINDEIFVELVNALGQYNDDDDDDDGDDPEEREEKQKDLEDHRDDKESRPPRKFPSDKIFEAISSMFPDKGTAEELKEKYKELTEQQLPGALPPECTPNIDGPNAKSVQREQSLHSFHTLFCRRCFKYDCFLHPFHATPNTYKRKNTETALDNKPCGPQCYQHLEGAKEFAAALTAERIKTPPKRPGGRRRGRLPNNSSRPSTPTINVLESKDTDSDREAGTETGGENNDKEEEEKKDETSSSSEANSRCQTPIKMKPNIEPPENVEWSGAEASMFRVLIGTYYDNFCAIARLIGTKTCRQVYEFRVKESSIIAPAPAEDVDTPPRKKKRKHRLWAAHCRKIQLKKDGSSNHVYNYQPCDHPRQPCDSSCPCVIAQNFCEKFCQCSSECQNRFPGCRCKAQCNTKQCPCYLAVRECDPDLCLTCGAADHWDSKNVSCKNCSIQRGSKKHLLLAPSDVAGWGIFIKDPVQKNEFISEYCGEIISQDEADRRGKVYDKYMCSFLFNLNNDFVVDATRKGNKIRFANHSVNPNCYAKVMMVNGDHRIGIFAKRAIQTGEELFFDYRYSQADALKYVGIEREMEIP
* hit, by the source's call; / = not tested or not shown. Only part of the results is shown. The share of hits here may be higher or lower than overall.

SMILES	IDH1 mut inh	EZH2 inh
CO[C@@H](CN(C)S(=O)(=O)c1cn(C)cn1)[C@@H](C)CN(C(=O)Nc1ccc(C(F)(F)F)cc1)[C@@H](C)CO	-0.2	-3
C[C@@H]1CN([C@@H](C)CO)S(=O)(=O)c2ccc(C#Cc3ccccc3)cc2O[C@@H]1CN(C)C(=O)Cc1ccccn1	0.2	/
CC(C)NC(=O)N[C@H]1CC[C@@H](CC(=O)NCCCN(C)C)O[C@H]1CO	0.6	1
COc1ccc([N+](=O)[O-])cc1NC(=O)CN(c1cc(C(F)(F)F)ccc1Cl)S(C)(=O)=O	0.7	-5
O=C(Nc1cccc(Cl)c1)N[C@@H]1CC[C@H](CCNC(=O)C2CCOCC2)O[C@@H]1CO	0.0	2
COc1ccc(CN(C)C[C@H]2Oc3ccc(NS(=O)(=O)c4cn(C)cn4)cc3C(=O)N([C@H](C)CO)C[C@@H]2C)cc1	0.4	4
CSc1nsc(SCC(=O)N2CCc3ccccc32)n1	-0.1	2
COc1ccc(C#Cc2ccc3c(c2)[C@]2(C(=O)N3)[C@H](c3ccc(O)cc3)N3[C@H](c4ccccc4)[C@H](c4ccccc4)OC(=O)[C@H]3[C@@H]2C(=O)NC[C@H](O)c2ccccc2)cc1	0.4	-16
COc1ccc(NC(=O)Nc2cccc3c2O[C@@H](CN(C)Cc2ccc(Cl)c(Cl)c2)[C@@H](C)CN([C@@H](C)CO)C3=O)cc1	3.5	/
C[C@@H]1CN([C@H](C)CO)C(=O)c2cc(-c3ccccc3F)cnc2O[C@H]1CN(C)C(=O)C1CC1	-0.2	5
COc1ccccc1-n1c(SCC(=O)Nc2cccc3ccccc23)nc(O)cc1=O	-0.4	-4
C[C@@H]1CN([C@@H](C)CO)C(=O)c2cc(N(C)C)ccc2O[C@@H]1CN(C)S(=O)(=O)c1ccc(Cl)cc1	-0.5	6
COC(=O)C(CC#Cc1ccc2c(c1)[C@]1(C(=O)N2)[C@H](c2ccccc2OCCO)N2[C@H](c3ccccc3)[C@H](c3ccccc3)OC(=O)[C@H]2[C@@H]1C(N)=O)C(=O)OC	/	-31
C[C@@H]1CN([C@@H](C)CO)C(=O)c2cc(C#CCN(C)C)cnc2O[C@@H]1CN(C)Cc1ccccc1F	-0.1	5
NC(=O)C1=C[C@H](c2csc3ccccc23)C[C@H](OCc2ccc(CO)cc2)O1	/	-1
O=C(C[C@H]1C[C@H]2c3cc(NC(=O)Nc4ccccc4F)ccc3O[C@H]2[C@H](CO)O1)NCc1ccc2c(c1)OCO2	-0.2	2
O=C(C[C@H]1C=C[C@@H](NC(=O)C2CC2)[C@H](CO)O1)Nc1ccccc1	2.3	12
CO[C@H]1CN(C)C(=O)c2cc(NC(=O)Nc3ccccc3F)ccc2OC[C@H](C)N(CC2CC2)C[C@H]1C	-0.2	-2
C[C@H](CO)N1C[C@H](C)[C@H](CN(C)Cc2ccccc2)Oc2ccc(NC(=O)Cc3cn(C)c4ccccc34)cc2C1=O	-0.7	1
C[C@@H]1CN([C@@H](C)CO)C(=O)c2cc(NC(=O)Nc3ccccc3)ccc2O[C@@H]1CN(C)S(=O)(=O)c1cn(C)cn1	-1.3	/
COc1ccccc1N1CCN(CCC(=O)Nc2ccc(Br)c(C)c2)CC1	-0.4	3
COCC(=O)N1C[C@H](C)[C@H](OC)CN(C)C(=O)c2ccc(NS(C)(=O)=O)cc2OC[C@@H]1C	0.0	-8
C[C@@H]1CCCCO[C@H](CN(C)C(=O)NC2CCCCC2)[C@@H](C)CN([C@@H](C)CO)C(=O)c2cc(N(C)C)ccc2O1	0.3	-7
C[C@H](CO)N1C[C@H](C)[C@H](CN(C)CC2CCCCC2)Oc2c(NC(=O)Nc3ccccc3)cccc2C1=O	-0.8	8
C[C@@H]1CCCCO[C@@H](CN(C)C(=O)Nc2ccc(F)cc2)[C@H](C)CN([C@@H](C)CO)C(=O)c2cc(NS(=O)(=O)c3cccs3)ccc2O1	2.8	/
Other results follow:
SMILES	IDH1 mut inh	EZH2 inh
CCCNC(=O)N[C@H]1C=C[C@@H](CC(=O)NC2CCC2)O[C@H]1CO	0.3	-1
COc1ccc(NC(=O)N(C)C[C@@H]2OCc3cn(nn3)CCCC(=O)N([C@H](C)CO)C[C@H]2C)cc1	1.0	/
O=[N+]([O-])c1ccccc1NCCNS(=O)(=O)c1ccc(Br)cc1	0.0	3
N#Cc1ccccc1OCCCn1cnc2ccccc21	1.7	11
O=C(CN1C(=O)c2cccc3cccc1c23)Nc1ccc(S(=O)(=O)N2CCOCC2)cc1	-0.1	-15
Cc1ccccc1S(=O)(=O)N(C)C[C@@H]1OCc2ccccc2-c2ccccc2C(=O)N([C@H](C)CO)C[C@@H]1C	-5.4	-1
CO[C@H]1CN(C)C(=O)c2cc(NC(=O)C3CCOCC3)ccc2OC[C@H](C)N(C(C)=O)C[C@H]1C	0.4	3
CCCN(C)C[C@H]1OCCCC[C@@H](C)Oc2ccc(NC(=O)c3ccncc3)cc2C(=O)N([C@H](C)CO)C[C@@H]1C	-0.4	10
C[C@@H]1CN([C@H](C)CO)S(=O)(=O)c2ccc(C3=CCCC3)cc2O[C@H]1CN(C)Cc1ccccc1	-3.6	34
C[C@@H]1CN([C@@H](C)CO)C(=O)c2cccc(NC(=O)Nc3ccc4c(c3)OCO4)c2O[C@@H]1CN(C)Cc1ccc(C(=O)Nc2ccccc2N)cc1	0.8	-29
COc1ccc(CN(C)C[C@@H]2Oc3ccc(NC(=O)CCN4CCOCC4)cc3CC(=O)N([C@@H](C)CO)C[C@H]2C)cc1	17	-4
Cc1noc(C)c1S(=O)(=O)Nc1ccc2c(c1)C(=O)N([C@H](C)CO)C[C@H](C)[C@@H](CN(C)CC1CCCCC1)OCCCC[C@@H](C)O2	2.1	/
COc1ccc(NC(=O)Nc2ccc3c(c2)[C@@H]2C[C@H](CC(=O)NCc4ccc5c(c4)OCO5)O[C@H](CO)[C@@H]2O3)cc1	0.0	4
CCOC(=O)C(Cc1ccc(O)cc1)NC(C)=O (centres undefined)	0.3	/
C[C@@H]1CN([C@H](C)CO)C(=O)c2cc(NS(=O)(=O)c3ccccc3)ccc2O[C@@H](C)CCCCO[C@@H]1CN(C)S(=O)(=O)c1cn(C)cn1	-3.0	/
CC(C)COC(=O)N(C)C[C@@H]1OCc2ccccc2-c2ccccc2C(=O)N([C@H](C)CO)C[C@@H]1C	-3.2	-7
Cc1nn(CC(=O)Nc2cc(Cl)cc(Cl)c2)c(C)c1[N+](=O)[O-]	-0.1	-2
COc1ccc(S(=O)(=O)Nc2ccc3c(c2)CC(=O)N([C@H](C)CO)C[C@@H](C)[C@H](CN(C)S(=O)(=O)c2ccc(F)cc2)O3)cc1	-1.3	/
CO[C@@H]1CN(C)C(=O)c2cc(NC(=O)c3nc4ccccc4s3)ccc2OC[C@H](C)NC[C@H]1C	0.1	-7
C[C@@H]1CN([C@H](C)CO)C(=O)c2cccc(NC(=O)Nc3ccc(C(F)(F)F)cc3)c2O[C@H]1CN(C)C(=O)Nc1ccc(C(F)(F)F)cc1	-0.3	/
Cc1ccnc(NS(=O)(=O)c2ccc(NC(=O)c3csc(C)c3)cc2)n1	-0.4	-15
COc1ccc(OC)c(NC(=O)CSc2nnc(-c3ccccc3)n2-c2ccccc2)c1	0.3	-7
O=C(C[C@H]1C[C@@H]2c3cc(NC(=O)Nc4ccc(C(F)(F)F)cc4)ccc3O[C@@H]2[C@H](CO)O1)NCCc1ccccc1	0.3	-20
Cc1ccc(S(=O)(=O)N(C)C[C@H]2Oc3ccc(NC(=O)CCN4CCOCC4)cc3C(=O)N([C@H](C)CO)C[C@@H]2C)cc1	/	-6
CO[C@H]1CN(C)C(=O)c2cc(NC(=O)C3CCCCC3)ccc2OC[C@@H](C)NC[C@@H]1C	0.4	-1
The list goes on:
SMILES	IDH1 mut inh	EZH2 inh
CCCC#Cc1ccc2c(c1)O[C@H](CN(C)C(=O)CC)[C@H](C)CN([C@@H](C)CO)S2(=O)=O	0.0	/
O=C(C[C@@H]1C[C@H]2c3cc(NS(=O)(=O)c4ccc(F)cc4)ccc3O[C@H]2[C@@H](CO)O1)NCC1CC1	0.1	-11
COCC(=O)N1C[C@H](C)[C@H](OC)CN(C)C(=O)c2ccc(NC(=O)c3cc(C)on3)cc2OC[C@@H]1C	0.1	1
O=C(C[C@@H]1C[C@@H]2c3cc(NC(=O)Cc4ccncc4)ccc3O[C@@H]2[C@@H](CO)O1)NCCN1CCCCC1	0.6	6
CC(C)NC(=O)Nc1cccc2c1O[C@@H](CN(C)S(=O)(=O)c1ccc(F)cc1)[C@@H](C)CN([C@H](C)CO)C2=O	/	7
O=C(O)C1CCCCC1C(=O)Nc1ccc([N+](=O)[O-])cc1 (centres undefined)	0.3	-4
O=C(NCC[C@@H]1CC[C@@H](NS(=O)(=O)c2cccc(F)c2)[C@@H](CO)O1)c1cnccn1	0.3	17
C[C@@H]1CN([C@@H](C)CO)C(=O)c2ccccc2-c2ccccc2CO[C@@H]1CN(C)C(=O)c1ccc(F)cc1	/	6
C[C@H](CO)N1C[C@H](C)[C@H](CN(C)Cc2ccncc2)Oc2ccc(NC(=O)Cc3cn(C)c4ccccc34)cc2C1=O	-0.5	-13
CO[C@@H]1CN(C)C(=O)c2cc(NC(C)=O)ccc2OC[C@@H](C)N(C(=O)C2CCC2)C[C@@H]1C	-0.2	0
CC(C)(Oc1ccc(Br)cc1)C(=O)O	0.5	12
COc1ccc2c(ccn3cc4c(c(=O)n(C)c(=O)n4C)c23)c1	0.9	1
O=C(COc1ccccc1[N+](=O)[O-])Nc1ccc(O)c(-c2nc3ccccc3s2)c1	0.2	-9
C[C@H]1CN([C@@H](C)CO)C(=O)c2cc(C#Cc3ccccc3F)cnc2O[C@@H]1CN(C)C(=O)Cc1cccnc1	/	-10
COc1cccc2cc(C(=O)C3C(=O)C(=O)N(CCCN(C)C)C3c3ccccc3F)oc12 (centres undefined)	-0.3	-2
COc1cc2cc(Oc3ccc4ccc(=O)oc4c3)c(=O)oc2cc1O	/	-15
CC(C)(C)[S@](=O)N1Cc2cc(C(=O)N3CCc4ccccc4C3)nc(-c3cccc(-c4cncnc4)c3)c2[C@@H]1CCO	-0.2	11
C[C@H](CO)N1C[C@H](C)[C@@H](CN(C)C(=O)Nc2ccc3c(c2)OCO3)Oc2c(NC(=O)C3CCOCC3)cccc2C1=O	-0.5	1
C[C@@H]1CN([C@H](C)CO)C(=O)Cc2cc(NC(=O)c3ccncc3)ccc2O[C@@H]1CN(C)Cc1ccc(Oc2ccccc2)cc1	-1.0	-18
O=C(C[C@@H]1C[C@H]2c3cc(NC(=O)c4ccc5c(c4)OCO5)ccc3O[C@H]2[C@@H](CO)O1)NCc1ccc(Oc2ccccc2)cc1	0.0	-10
COc1ccc(S(=O)(=O)N[C@@H]2CC[C@H](CCn3cc(-c4ccccc4F)nn3)O[C@H]2CO)cc1	0.2	-11
CC(C)NC(=O)N(C)C[C@@H]1Oc2cc(C#CC(C)(C)O)ccc2S(=O)(=O)N([C@H](C)CO)C[C@H]1C	0.3	10
O=C(NCSCc1cccc(C(F)(F)F)c1)Nc1ccc(F)c(Cl)c1	0.5	56*
CC(C(=O)Oc1cccc2cccnc12)N1C(=O)c2ccccc2C1=O (centres undefined)	-0.1	/
CO[C@@H]1CN(C)C(=O)c2ccc(NS(=O)(=O)c3ccc(F)cc3)cc2OC[C@H](C)NC[C@@H]1C	0.6	4
Continuation.
SMILES	IDH1 mut inh	EZH2 inh
C[C@H](CO)N1C[C@H](C)[C@@H](CN(C)C)OCCCC[C@H](C)Oc2ccc(NC(=O)C3CCCCC3)cc2C1=O	2.0	12
C[C@H](CO)N1C[C@H](C)[C@@H](CN(C)C(=O)CN(C)C)Oc2cc(-c3ccc(C#N)cc3)ccc2S1(=O)=O	2.7	7
O=C(C[C@@H]1CC[C@H](NC(=O)C2CCOCC2)[C@H](CO)O1)NCc1ccccc1Cl	0.2	-8
C[C@@H]1CN([C@H](C)CO)C(=O)c2cccc(NC(=O)Nc3cccc4ccccc34)c2O[C@@H]1CN(C)Cc1ccccc1	/	-16
Cc1ccc(NC(=O)CN(c2ccc(Br)c(C)c2)S(C)(=O)=O)cc1	-0.4	7
O=C(Nc1cccc(Cl)c1)N[C@H]1CC[C@@H](CCNC(=O)C2CC2)O[C@H]1CO	-0.1	-5

A draw from above in order of SMILES length, ascending:
SMILES	IDH1 mut inh	EZH2 inh
CSc1nsc(SCC(=O)N2CCc3ccccc32)n1	-0.1	2
O=C(C[C@H]1C=C[C@@H](NC(=O)C2CC2)[C@H](CO)O1)Nc1ccccc1	2.3	12
CO[C@H]1CN(C)C(=O)c2cc(NC(=O)C3CCOCC3)ccc2OC[C@H](C)N(C(C)=O)C[C@H]1C	0.4	3
CC(C)COC(=O)N(C)C[C@@H]1OCc2ccccc2-c2ccccc2C(=O)N([C@H](C)CO)C[C@@H]1C	-3.2	-7
COCC(=O)N1C[C@H](C)[C@H](OC)CN(C)C(=O)c2ccc(NC(=O)c3cc(C)on3)cc2OC[C@@H]1C	0.1	1
C[C@@H]1CN([C@@H](C)CO)C(=O)c2ccccc2-c2ccccc2CO[C@@H]1CN(C)C(=O)c1ccc(F)cc1	/	6
Cc1ccccc1S(=O)(=O)N(C)C[C@@H]1OCc2ccccc2-c2ccccc2C(=O)N([C@H](C)CO)C[C@@H]1C	-5.4	-1
COc1ccc(CN(C)C[C@@H]2Oc3ccc(NC(=O)CCN4CCOCC4)cc3CC(=O)N([C@@H](C)CO)C[C@H]2C)cc1	17	-4
CO[C@@H](CN(C)S(=O)(=O)c1cn(C)cn1)[C@@H](C)CN(C(=O)Nc1ccc(C(F)(F)F)cc1)[C@@H](C)CO	-0.2	-3
C[C@@H]1CN([C@@H](C)CO)C(=O)c2cc(NC(=O)Nc3ccccc3)ccc2O[C@@H]1CN(C)S(=O)(=O)c1cn(C)cn1	-1.3	/
O=C(C[C@@H]1C[C@H]2c3cc(NC(=O)c4ccc5c(c4)OCO5)ccc3O[C@H]2[C@@H](CO)O1)NCc1ccc(Oc2ccccc2)cc1	0.0	-10
C[C@@H]1CN([C@H](C)CO)C(=O)c2cc(NS(=O)(=O)c3ccccc3)ccc2O[C@@H](C)CCCCO[C@@H]1CN(C)S(=O)(=O)c1cn(C)cn1	-3.0	/
